Pf Dd2 growth = qHTS Primary assay for Inhibitors of Plasmodium falciparum Dd2 growth in vitro | P. falciparum Dd2 growth, SYBR Green, 72 h | Potency, µM (titrated, usually from 28.9 µM), for inactives: top-dose activity, negative = inhibition, usual class: inhibitors | 120,000 tested, 4.3% active; active = well fitted inhibition curve with a large enough effect; inconclusive = small, poorly fitted or top-dose-only effect; inactive = no such curve, though single readings can be large or run the other way;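 note: plate controls were DMSO vehicle for no effect and reference drug for full effect; nearly all actives have a fitted effect of over 65% in size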
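Infected erythrocytes (Dd2, 0.3% parasitemia, 2.5% hematocrit final) are added to compound in RPMI-1640/Albumax II medium, grown 72 h at 37C in low oxygen, then lysed with saponin/Triton-X containing SYBR Green and read by fluorescence.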
The depositor's hits bear a star; i = inactive; ? = inconclusive; [ ] = another dose, or the depositor's remark. Potency is the fitted concentration of half-maximal effect. A portion of the library. The share of hits here may be higher or lower than overall.

SMILES | Pf Dd2 growth
O=C1NCCCCCCN(Cc2ccncc2)[C@@H]2CN(Cc3ccccn3)CC[C@H]12 | ?
CC(=O)c1ccc(NC(=O)c2ccc(-c3nc(COc4ccc(C)cc4)c(C)o3)cc2)cc1 | i
Cc1cc(C(=O)NCC2(COc3cccnc3)C[C@@H](O)[C@@H](O)C2)n(C)n1 (stereo partly specified) | -15.8%[44.1 µM]
CNCCN1C(=O)CC[C@H]2CN(C(=O)C3(COC)CCC3)CC[C@H]21 | 1.8%
O=c1c2c(CO)c(-c3ccc(F)cc3)nn2ccn1Cc1cc(=O)n2ccccc2n1 | i
CS(=O)(=O)N(Cc1cccnc1)C1CN(C(=O)c2ccc3[nH]ccc3c2)C1 | -11.5%
COc1ccc2oc(=O)c(C(=O)Nc3ccc(C(=O)O)cc3)cc2c1 | 16.8%
COc1ccc(-c2nn3c(-c4ccccc4C)nnc3c3ccccc23)cc1 | 11.2µM*
COCCNC(=O)CC[C@]12CC[C@](C)(O)C[C@H]1C(C)(C)C[C@@H]2NCc1ccc(CO)o1 | 7.8%
CN(Cc1cc(C2CC2)n[nH]1)c1cc(C2CC(N)C2)nc(N)n1 (stereo unspecified) | -1.2%
Cc1ccc(C(=O)NC2CCN(c3cnn(C)c(=O)c3)CC2)s1 | -13.1%
Cc1cc(C)c2c(C)c(C(=O)N3CCC(c4nc5ccccc5s4)CC3)oc2c1 | 8.91µM*
COc1cc(C)ccc1C(=O)N1C[C@@H](CN2CCOCC2)[C@@H](CO)C1 | -10.6%
CCc1cccc2c(C(CC(=O)NCC(C)C)c3cccc(OC)c3)c[nH]c12 (stereo unspecified) | i
COc1cccc(NC(=O)CSc2nnc(NC(=O)NC3CCCCC3)s2)c1 | i
CCOc1ccccc1CNC(=O)CC1CCOCC1 | 52.7%[activator]
O=C(NC1CCCc2c1[nH]c1ccc(F)cc21)C1(c2ccccc2)CCOCC1 (stereo unspecified) | -18.5%
COc1ccc2[nH]c3c(c2c1)CCNC31CCN(C2CCCC2)CC1 | -6.1%
CCOc1ccc2c(c1)c(=O)c(C(=O)c1ccc(CC)cc1)cn2CC(=O)Nc1ccccc1OC | -6.8%
Cc1ccc(NC(=O)C(Cc2ccccc2)n2cccc2)c(C)c1 (stereo unspecified) | -11.1%
O=C1Nc2ccccc2CC12CCCN(Cc1ccncc1)C2 (stereo unspecified) | -20.6%
Oc1ccc(NCc2ccccc2OCc2ccccc2)cc1 | ?
O=C(CCN1CCCCO1)N1CCOC(CCCc2ccccc2)C1 (stereo unspecified) | -10.3%
COc1ccc(F)c(CN2CCC(CO)(CN3CCCC3)CC2)c1 | i
Cc1ccc(NC(=O)CC(C)S(=O)(=O)c2ccc3c(c2)NC(=O)CO3)c(Cl)c1 (stereo unspecified) | -0.8%
Cc1ccccc1-c1nc2cnccn2c1NCCC(=O)N1CCCCC1 | i
O=C(Cc1ccccc1F)N1CCC(c2nc3c(nnn3Cc3ccc(F)cc3)c(=O)[nH]2)CC1 | -17.5%
CCCN(CC1CCOC1)C(=O)c1cc(Cl)ccc1F (stereo unspecified) | 35.5%[activator][5.79 µM]
COc1ccccc1N1CCN(C(=O)c2oc3ccccc3c2NC(=O)C(C)Oc2ccccc2)CC1 (stereo unspecified) | 3.1%
COc1ccc(OC2CN([S+](=O)([O-])c3cccc(C(F)(F)F)c3)C2)cc1 | 14.8%
CCn1cnnc1CC1CCCN(C(=O)Nc2ccc(C(=O)OC)cc2)C1 (stereo unspecified) | i
Cn1c(-n2cccc2)c(-c2c(-c3ccccc3)[nH]c3c2c(=O)[nH]c(=O)n3C)c(=O)[nH]c1=O | 10.1%
CC(C)=CCN1C[C@H](NC(=O)CCc2cccs2)C[C@H]1C(=O)NC(C)C | ?
CC(=O)N1C[C@@H](C(=O)NCCc2ccc(Cl)cc2)[C@H](c2nc(C)no2)C1 | 11.1%
CC(=O)Nc1ccc(CN2CCC3(Cc4ccccc4CNC3=O)C2)cc1 (stereo unspecified) | 11.7%
COc1ccc(C[C@H](NC(=O)[C@@]2(O)C[C@@H](O)[C@H](O)[C@@H](NC(=O)c3cccnc3)C2)C(N)=O)cc1 | -12.8%
Cn1cc(CN2CCc3nc(C(=O)NCC4CC4)oc3CC2)cn1 | -16.6%[44.1 µM]
CN1CCN(CCCNC(=O)CCC[C@@H]2[C@H]3CCCN4CCC[C@@H](CN2Cc2ccccc2)[C@@H]34)CC1 | ?
CCOC(=O)c1ccccc1NC(=O)c1ccc2c(Cl)c3c(nc2c1)CCC3 | 26.4%
Cc1cnc(CCN)n1C1CC1 | 9.3%
COc1cc(CN2CCCC(c3[nH]ccc3C(N)=O)C2)ccc1F (stereo unspecified) | -29.2%
Cc1nc2ncnn2c(C)c1CCC(=O)NCC1CCOc2ccccc2C1 (stereo unspecified) | 6.3%
COc1ccc(CN[C@@H]2C=C[C@@H](c3c(C)nn(-c4ccccc4)c3C)C2)cc1 | 6.31µM*
CCn1c2c(c(=O)n1Cc1ccccc1)CCN(C(=O)c1cccc(C#N)c1)C2 | 4.7%[44.1 µM]
COc1ccc(CN2CC3(CCN(S(=O)(=O)Cc4ccccc4F)CC3)C2=O)cc1 | -1.0%
CN1CCC(N(C(=O)NCCc2ccccc2)C2CCOCC2)CC1 | -17.8%
Cc1ccc(C(=O)Nc2ccc3nc(N4CCCCC4)cc(C)c3c2)cc1F | ?
O=C(c1nc2sccn2c1CN1CCCC(CO)C1)N1CCCCC1 (stereo unspecified) | -8.3%
Cc1ccnc(SCC(=O)N[C@H]2CCOC[C@H]2C2CCOCC2)n1 | -0.2%
O=C(C1CCCC1)N1CCCN(c2nc3ncccc3o2)CC1 | 11.9%[44.1 µM]
Cc1ccc(-c2cn3c(n2)sc2cc(C(=O)NCCCc4ccccc4)ccc23)cc1 | -4.4%
COC[C@@H]1CN(C(=O)CCc2cccc(OC)c2)C[C@H]1c1ccncc1 | -2.2%
Cc1ccc(-c2ncc(C(=O)Nc3cc(F)ccc3F)c(-c3ccncc3)n2)cc1 | -15.8%
COc1ccc(NC(=O)O[C@@H]2CO[C@H]3[C@@H]2OC[C@@H]3NC(=S)Nc2cccc3ccccc23)cc1 | i
O=C(c1ccc2cc[nH]c2c1)N1CCN(C(=O)c2nnn3c2COC(c2ccccc2)C3)CC1 (stereo unspecified) | -13.8%
COc1ccc(-c2noc(-c3cccn3CC(=O)Nc3ccccc3OC)n2)cc1F | ?
COc1cc(CNCCOc2cccnc2)ccc1OCC(O)CN1CCSCC1 (stereo unspecified) | i
COc1ccc(NS(=O)(=O)c2ccc3[nH]c4c(c3c2)CCCC4)cc1Cl | -15.4%
Cn1cnc(S(=O)(=O)N2CCCN(C(=O)c3nccn3C)CCNC(=O)CC2c2ccccc2)c1 (stereo unspecified) | 9.1%
O=C(NC1CCCCC1)N[C@H]1CO[C@H]2[C@@H]1OC[C@@H]2n1nnnc1Oc1ccc(-n2ccnc2)cc1 | ?

Seven records picked at random from the list so far, as already listed:
SMILES | Pf Dd2 growth
COc1ccc(-c2noc(-c3cccn3CC(=O)Nc3ccccc3OC)n2)cc1F | ?
COC[C@@H]1CN(C(=O)CCc2cccc(OC)c2)C[C@H]1c1ccncc1 | -2.2%
CN1CCC(N(C(=O)NCCc2ccccc2)C2CCOCC2)CC1 | -17.8%
Cc1ccnc(SCC(=O)N[C@H]2CCOC[C@H]2C2CCOCC2)n1 | -0.2%
Cc1ccc(-c2ncc(C(=O)Nc3cc(F)ccc3F)c(-c3ccncc3)n2)cc1 | -15.8%
COc1ccc(NS(=O)(=O)c2ccc3[nH]c4c(c3c2)CCCC4)cc1Cl | -15.4%
O=C(c1ccc2cc[nH]c2c1)N1CCN(C(=O)c2nnn3c2COC(c2ccccc2)C3)CC1 (stereo unspecified) | -13.8%

Continuation.
SMILES | Pf Dd2 growth
CC(C)CC(=O)N1CCCC(c2nc(-c3cccnc3)no2)CCNC(=O)CC1 (stereo unspecified) | -10.2%
Cc1ccc2c(c1)N(C(=O)N1CCC(C(=O)NCCc3ccccc3)CC1)CC(C)O2 (stereo unspecified) | ?
O=C1NCCCCCCN(Cc2ccncc2)[C@@H]2CN(Cc3ccccn3)CC[C@@H]12 | i
Cc1ccc(CN2CCc3nc(N4CCN(c5ncccn5)CC4)ncc3C2)cc1 | ?
CCC(NC1CCN(C(=O)c2ccccc2)CC1)c1ccnn1C (stereo unspecified) | -3.8%
CC1(C(=O)O)CCN(C(=O)c2ccc3c(c2)OCO3)CC1 | -8.1%
Cc1cc(O)c(C(c2ccccc2)N2CCN(c3ccc(F)cc3)CC2)c(=O)n1Cc1ccco1 (stereo unspecified) | i
O=C(c1coc2ccccc12)N1CCN(Cc2cnc[nH]2)CC(O)C1 (stereo unspecified) | -2.2%
Cc1cccc(-c2nc(SCC(=O)N(C)c3ccccc3)c3c(=O)n(C)c(=O)n(C)c3n2)c1 | -19.0%[0.594 µM]
COCCN1C(=O)c2cccn2CC1CNC(=O)c1sc(C)nc1C (stereo unspecified) | -9.0%
COCCNC(=O)[C@H]1C[C@H](Oc2ccccc2)CN1C(=O)NC(C)C | 10.6%
CN1CCN(C[C@@H]2CN(C(=O)c3ccc4ccccc4c3)C[C@@H]2CO)CC1 | -14.1%
COc1ccc(Cl)cc1NC(=O)Cn1cc2c(n1)CCC(C)C2 (stereo unspecified) | -20.7%
COC(=O)c1c(NC(=O)c2ccc(S(=O)(=O)N3CCCC(C)C3)cc2)sc2c1CCN(C(C)C)C2 (stereo unspecified) | 8.91µM*
COc1ccc(-c2nc3nc(C)cc(C)n3c2Nc2c(C)cccc2C)cc1 | -4.5%
CC(=O)c1cc(C(=O)N2C[C@@H](C(=O)O)[C@H](c3ccccc3)C2)c(=O)[nH]c1C | -0.3%
Cc1ccc(CN(Cc2ccco2)C(=O)c2cccc(C)c2)cc1 | ?
O=C1CCN(Cc2ccncc2)CCCC(C(=O)NCCCc2ccccc2)CCN1 (stereo unspecified) | -24.6%
CN(Cc1ccccc1)C(=O)C[C@@H]1O[C@H](CNS(=O)(=O)c2ccc(Cl)cc2)[C@@H](O)[C@H]1O | -5.3%
CC(C)Cc1ccc(S(=O)(=O)N2CCCC(Cn3cnc4cccnc43)C2)cc1 (stereo unspecified) | -9.7%
CC(=O)N1CCCN(c2cc(Cl)nc3ccnn23)CC1 | i
COc1ccc(NC(=O)CCn2ccn3nc4c(c3c2=O)CCCC4)c(OC)c1 | -4.3%
CCS(=O)(=O)N1C[C@@H]2CN(Cc3ncc[nH]3)C[C@]2(C(=O)O)C1 | -5.3%
CCCc1noc(-c2cccn3c(CNC(=O)Cc4ccc(Cl)cc4)nnc23)n1 | -0.7%
O=C(c1ccccc1OCC1CCCN(Cc2cccs2)C1)N1CCCC1 (stereo unspecified) | i
COc1cccc(C(=O)Nc2ccc(-n3nncc3-c3ccccc3)cc2)c1 | i
CN(C)c1ccc2nnc(-c3cc(C(=O)N(C)c4ccccc4)ccn3)n2n1 | -16.8%[44.1 µM]
Cc1ccccc1OCc1ccc(-c2nc(C#N)c(N3CCN(c4cccc(Cl)c4)CC3)o2)o1 | i
COc1ccc(C2Cn3nnc(-c4noc(-c5ccoc5)n4)c3CO2)cc1 (stereo unspecified) | ?
Cc1ccc(C(=O)NCCn2c(C)cnc2C)s1 | -2.5%

Single values from the results shown.
For Pf Dd2 growth, `CCS(=O)(=O)N1C[C@@H]2CN(Cc3ncc[nH]3)C[C@]2(C(=O)O)C1` has -5.3%
For Pf Dd2 growth, `CC(C)Cc1ccc(S(=O)(=O)N2CCCC(Cn3cnc4cccnc43)C2)cc1` (stereo unspecified) has -9.7%

(cont.)
SMILES | Pf Dd2 growth
Cc1noc(/C=C/c2cccs2)c1S(=O)(=O)N1CCC(C(=O)Nc2ccc(F)c(Cl)c2)CC1 | ?
COc1ccc(NC(=O)c2ccc3nc(CCc4ccccc4)oc3c2)cc1 | -11.7%
COc1ccc(-c2[nH]c3c(c2-c2c(-n4cccc4)n(C)c(=O)[nH]c2=O)c(=O)[nH]c(=O)n3C)cc1F | 0.0%
CCS(=O)(=O)N1CC(=O)N(c2ccc(C)c(C)c2)C(C)(C(=O)NC2CCCCCC2)C1 (stereo unspecified) | i
O=C(NCc1ccc(F)cc1)C1c2ccccc2C(=O)N(Cc2ccccc2)C12CCCC2 (stereo unspecified) | -23.4%
Cc1ccc(-c2nnc(C3CN(C(=O)c4cc(C)nn4C)CC34CCOCC4)o2)cc1 (stereo unspecified) | i
Cc1ccc(NC(=O)C(C)Sc2nc(=O)cc(N)n2-c2cccc(C)c2)cc1 (stereo unspecified) | i
O=C(CCc1nnn2c1CN(C(=O)NCCc1ccccc1)CC2)N1CCCC1 | -14.8%
Cc1cccc(Nc2sc(C(=O)c3ccc(Cl)cc3)c(N)c2C(N)=O)c1 | 25.8%
COc1ccc(-c2noc(CN3CCN(c4cccc(Cl)c4)CC3)n2)cc1 | 17.0%
Cc1nc(CCNC(=O)c2ccc(C(F)(F)F)cc2)no1 | i
CC1(C)C(=O)N(Cc2ccccc2)[C@H]2CN(Cc3ccccc3)C[C@H]2[S+]1(=O)[O-] | -14.3%[44.1 µM]
COc1ccc(-n2nc(C3CCN(Cc4ccccc4)CC3)[nH]c2=O)cc1 | ?
Cc1nc(N2CCCC2)ncc1C(=O)Nc1ccc(OC(F)(F)F)cc1 | i
CCc1[nH]c2ccc(CNC(=O)c3scc4c3OCCO4)cc2c1C | ?

In a second layout: two of the compounds above
| SMILES | Pf Dd2 growth |
| --- | --- |
| CN1CCN(C[C@@H]2CN(C(=O)c3ccc4ccccc4c3)C[C@@H]2CO)CC1 | -14.1% |
| COc1ccc(Cl)cc1NC(=O)Cn1cc2c(n1)CCC(C)C2 (stereo unspecified) | -20.7% |

Screening results as filed in PubChem BioAssay.
